LDHA block = qHTS assay for inhibitors of human lactate dehydrogenase; L-lactate dehydrogenase A chain (Homo sapiens), P00338; purified LDHA, NADH/diaphorase-resazurin fluorescence; active compounds read low; activity change, % (values are at about 110 or 230 µM); 0.15% of 480,000 active; in the data active = activity change below about -30%; inconclusive = mostly about -25% to -30%;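 note: plate controls were DMSO wells for no effect and wells without enzyme for full effect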
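Enzyme activity of human lactate dehydrogenase 5 (2 nM; 0.06 mM NADH, 0.2 mM pyruvate, 5 min, RT) is measured via a resazurin/diaphorase fluorescence readout of residual NADH.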
IDH1 R132H inh = qHTS for Inhibitors of mutant isocitrate dehydrogenase 1 (IDH1): qHTS | Isocitrate dehydrogenase [NADP] cytoplasmic (Homo sapiens), O75874 | IDH1-R132H enzyme, NADPH consumption, diaphorase/resazurin fluorescence | Potency, µM (top dose mostly 76.6 µM), for the others: at the top dose activity change, negative = inhibition, hits mostly inhibitors | 0.093% of 390,000 active | AID 602179, 2012; note: potency is the fitted concentration of half-maximal effect; % is set by controls: 0 for no effect and ±100 for the full control effect; nearly all actives have a fitted effect of over 65% in size
Target sequence (O75874 whole entry R132H, stated change not applied): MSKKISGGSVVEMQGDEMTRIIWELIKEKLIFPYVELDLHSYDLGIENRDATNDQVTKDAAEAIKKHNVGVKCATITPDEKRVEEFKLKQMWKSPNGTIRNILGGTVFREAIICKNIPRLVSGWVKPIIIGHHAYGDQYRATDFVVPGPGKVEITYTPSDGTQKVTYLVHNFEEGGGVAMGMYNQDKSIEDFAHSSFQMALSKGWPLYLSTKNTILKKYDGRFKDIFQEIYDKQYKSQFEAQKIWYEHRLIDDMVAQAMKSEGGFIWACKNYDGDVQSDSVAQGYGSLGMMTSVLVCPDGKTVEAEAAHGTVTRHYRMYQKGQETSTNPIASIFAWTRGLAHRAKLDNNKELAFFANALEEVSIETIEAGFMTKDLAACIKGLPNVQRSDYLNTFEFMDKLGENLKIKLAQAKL
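IDH1-R132H (0.5 ug/mL dispensed) in pH 7.5 Tris buffer was preincubated 30 min with compound, then given a substrate mix of 0.016 mM NADPH and 2 mM alpha-KG for 80 min at room temperature; remaining NADPH was read by diaphorase/resazurin fluorescence.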
PI4K2A block = qHTS for small molecular inhibitors of PI4K2A; Phosphatidylinositol 4-kinase type 2-alpha (Homo sapiens), Q9BTU6; 0.13% of 420,000 active; activity change, negative = inhibition, % at 76.9 µM; purified PI4K2A, ADP-Glo luminescence, 1 h; active compounds read low; in the data active = activity change below about -50%; inconclusive = mostly about -30% to -49%;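 note: -100% = wells without enzyme as full effect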
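ADP-Glo luminescence measured ADP generated by PI4K2A enzyme (4 ug/mL before mixing) with 1.2 mM PI substrate (pre-mix) and 300 microM ATP (pre-mix). Tris pH7.5 buffer with MgCl2, Triton X-100; 1 h reaction at ambient temperature.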
RXFP1 agonist = qHTS Assay for Agonists of the Relaxin Receptor RXFP1; HEK293T-RXFP1 cAMP TR-FRET, 30 min; response scale: percent of porcine relaxin response, buffer zero; AID 2676, 2010; 0.3% of 370,000 active; Potency, µM (titrated, usually from 57.5 µM), without a hit: top-dose activation, actives largely listed as activators; note: potency is the fitted concentration of half-maximal effect; % is set by controls: 0 for no effect and ±100 for the full control effect; nearly all actives have a fitted effect of over 60% in size; many of its hits are not listed in these tables
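HEK293T cells stably expressing RXFP1 were pretreated with the PDE4 inhibitor Ro 20174, exposed to compounds for 30 min at 37C, lysed, and cAMP was read by TR-FRET. Data normalized to buffer (basal) and 29 nM porcine relaxin (100%).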
Vif-APOBEC3G blk = qHTS for Inhibitors of Vif-A3G Interactions: qHTS | DNA dC->dU-editing enzyme APOBEC-3G (Homo sapiens), Q9HC16 | HeLa A3G-eYFP + Vif (tagged APOBEC3G with the HIV-1 protein that degrades it), YFP fluorescence, overnight | Potency, µM (highest dose often 46.1 µM), without a hit: top-dose activity, negative = active, hits mostly inhibitors | 0.076% of 410,000 active;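 note: potency is the fitted concentration of half-maximal effect; % is set by controls: 0 for no effect and ±100 for the full control effect; nearly all actives have a fitted effect of over 60% in size; hits raise eYFP signal because A3G escapes Vif-driven loss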
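HeLa cells stably expressing Vif and C-terminally eYFP-tagged A3G, seeded overnight at 37 deg C, then exposed to compound by pintool overnight at 37 deg C. Rise in yellow fluorescence (Ex 488/Em 500-530, Acumen) marks blocked Vif-driven A3G degradation.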
Vif-APOBEC3F blk = qHTS for Inhibitors of Vif-A3F Interactions: qHTS. Potency, µM (titrated, usually from 46.1 µM), for inactives: at the highest dose activity, negative = active. 0.2% of 390,000 active. AID 602313, 2012. HeLa A3F-eYFP + Vif (tagged APOBEC3F with the HIV-1 protein that degrades it), YFP fluorescence increase; note: potency is the fitted concentration of half-maximal effect; % of control where 0% means no effect; nearly all actives have a fitted effect of over 65% in size
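HeLa cells stably expressing Vif plus C-terminally eYFP-tagged A3F were seeded, incubated overnight at 37 deg C, dosed with compound, incubated overnight again at 37 deg C. Yellow fluorescence (Ex 488/Em 500-530) reported blocked Vif-mediated A3F-eYFP degradation.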
USP1-UAF1 inh = Inhibitors of USP1/UAF1: Primary Screen | Potency, µM (doses to about 57.1 µM), without a hit: at the top dose activity change, negative = inhibition, usual class: inhibitors | Ubiquitin carboxyl-terminal hydrolase 1 (Homo sapiens), O94782 | 0.23% of 390,000 active | recombinant USP1/UAF1, Ub-Rhodamine cleavage fluorescence; note: potency is the fitted concentration of half-maximal effect; % is set by controls: 0 for no effect and ±100 for the full control effect; nearly all actives have a fitted effect of over 60% in size; inactives centre near -12
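USP1/UAF1 complex (1 nM) preincubated 15 min at room temperature with compound, then Ub-Rho substrate (150 nM final) added. Kinetic fluorescence at 480/540 nm over 6 reads at 60 s intervals; 50 mM HEPES pH 7.8, 0.5 mM EDTA, 0.1 mg/ml BSA, 1 mM TCEP, 0.01% Tween-20.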
TrxR1 substrate = qHTS Assay for Substrates of Mammalian Selenoprotein Thioredoxin Reductase 1 (TrxR1): qHTS | Thioredoxin reductase 1, cytoplasmic (Rattus norvegicus), O89049 | purified TrxR1 substrate turnover, NADPH consumption readout | Potency, µM (top dose mostly 114 µM), for inactives: at the top dose activity change, negative = substrate turnover | 0.01% of 390,000 active | AID 588456, 2011; note: potency is the fitted concentration of half-maximal effect; % is set by controls: 0 for no effect and ±100 for the full control effect; nearly all actives have a fitted effect of over 50% in size
Target sequence (O89049 whole entry, looked up): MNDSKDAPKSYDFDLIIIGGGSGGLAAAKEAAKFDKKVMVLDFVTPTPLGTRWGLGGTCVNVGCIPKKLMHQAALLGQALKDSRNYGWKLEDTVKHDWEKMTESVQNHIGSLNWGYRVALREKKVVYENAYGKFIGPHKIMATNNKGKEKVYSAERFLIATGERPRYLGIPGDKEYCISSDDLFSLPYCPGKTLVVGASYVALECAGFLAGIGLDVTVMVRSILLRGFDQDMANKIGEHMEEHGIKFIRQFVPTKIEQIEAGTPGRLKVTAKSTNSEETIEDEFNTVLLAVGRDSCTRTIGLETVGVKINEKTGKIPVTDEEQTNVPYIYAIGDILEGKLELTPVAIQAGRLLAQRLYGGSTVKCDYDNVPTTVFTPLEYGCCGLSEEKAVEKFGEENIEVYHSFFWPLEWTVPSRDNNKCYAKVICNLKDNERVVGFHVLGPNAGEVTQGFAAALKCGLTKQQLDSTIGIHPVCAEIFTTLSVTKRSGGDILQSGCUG
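Rat TrxR1, dispensed at 90 nM, was prereduced with 400 uM NADPH (final) for 5 min at ~22 deg C, then incubated with compound 15 min before 400 uM selenite. A first-read NADPH fluorescence drop versus no-compound background flagged substrates.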
Glioma ERSR ind = qHTS for Inducers of the Endoplasmic Reticulum Stress Response (ERSR) in Human Glioma: qHTS | U87-MG GRP78 promoter luciferase reporter, 16 h | Potency, µM, inactives show at the top dose activation, actives largely listed as activators | 0.02% of 420,000 active; note: potency is the fitted concentration of half-maximal effect; series mostly up to about 76 µM; % of control where 0% means no effect; nearly all actives have a fitted effect of over 35% in size
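Stably transfected U87-MG glioma cells carrying a GRP78-based luciferase sensor; 16 h compound incubation. Luminescence end-point read 10 min after Bright-Glo addition at room temperature.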
* = called active by the depositor; ? = inconclusive; . = no result given; & = joins results of further samples; [ ] = remark or other dose. Unless noted, calls come from the whole dose curve; as a rule, active = well fitted curve in the direction sought with a large enough effect; inconclusive = small, poorly fitted or top-dose-only effect, or another doubt; inactive = no such curve, though single readings can be large; an effect the other way counts as inactive or inconclusive.

SMILES	LDHA block	IDH1 R132H inh	PI4K2A block	RXFP1 agonist	Vif-APOBEC3G blk	Vif-APOBEC3F blk	USP1-UAF1 inh	TrxR1 substrate	Glioma ERSR ind
COc1ccc(C2c3c(-c4ccccc4)n[nH]c3C(=O)N2c2ccc(C(=O)O)cc2)cc1 (stereo not drawn)	-3	52µM*	0	-1.3%	0%	-9%	-10%	-2%	1%
O=c1c(C(c2ccc(Cl)cc2)c2c(O)nc3n(c2=O)CCCS3)c(O)nc2n1CCCS2	0	-5%	1	3.4%	1%	1%	?	2%	-2%
CC(=O)N1CCN(C(=O)CSc2ncnc3sc(C)c(C)c23)CC1	-2	2%	-2	.	2%	11%	-15%	10%[11.4 µM]	-2%
Cc1ccc(-n2c(C)cc(-c3csc(N)n3)c2C)cc1	1	6%	-5	5.1%	-1%	-5%	-5%	-7%	-4%
COc1cccc(N2C(=O)N(CC(=O)NCc3cccc(OC)c3OC)c3ccccc3S2(=O)=O)c1	-2	-4%	3	3.2%	-15%	-11%	-26%	-7%[57.1 µM]	-4%
CCN(CC(=O)Nc1ccc(OC)cc1)C(=O)c1ccc(N2C(=O)CCC2=O)cc1	-8	-11%	-4	-0.6%	0%	-2%	-14%	0%	-4%
O=C(CCSc1nc(-c2ccco2)cc(C(F)(F)F)n1)N1CCN(c2ccccc2)CC1	0	2%	4	1.1%	2%	-1%	-24%	1%	-2%
CCOC(=O)c1cccc(NC(=O)CC(c2ccc(F)cc2)N2Cc3ccccc3C2=O)c1 (stereo not drawn)	4	-11%	-7	-0.7%	3%	0%	3%	-1%	-3%
CSc1cccc(NC(=O)CN(c2cccc(C)c2)S(C)(=O)=O)c1	0	2%	3	0.8%	-7%	-8%	-6%	-5%	-2%
COc1ccc(S(=O)(=O)NC2CC2)cc1Cl	-2	-7%	-6	0.9%	0%	1%	-17%	8%	7%
COC(=O)CNC(=O)C1Cc2ccccc2CN1S(=O)(=O)c1ccc(F)cc1 (stereo not drawn)	-6	-9%	0	0.6%	-1%	-5%	-22%	0%	-4%
COc1ccc(NC(=O)Cn2c(=O)n(-c3cccc(C)c3)c(=O)c3c2c2cc(C)ccc2n3C)cc1OC	2	38%[activator]	6	7.2%	-3%	1%	?	44%[activator]	-2%
CN1CCN(c2ccc(NC(=O)c3sc4ccccc4c3Cl)cc2)CC1	-4	2%	-1	12%	3%	-16%	-14%	4%[57.1 µM]	-3%
CCOc1nc(C)cc(C)c1S(=O)(=O)c1ccc(Cl)cc1	3	13%	-11	3.2%	-14%	-9%	-26%	-9%	0%
CN(C(=O)COC(=O)CSc1ccc([N+](=O)[O-])cc1)C1CCS(=O)(=O)C1 (stereo not drawn)	-9	-6%	5	-0.2%	-1%	-20%	-7%	-5%[57.1 µM]	-1%
COc1cc2c(cc1OC)CN(CC(=O)Nc1ccc(F)cc1F)CC2	-4	2%	-1	0.9%	-1%	7%	-23%	-13%	-2%
CCOC(=O)N1CCC(NC(=O)c2ccc3c(c2)sc2nc(-c4ccccc4)cn23)CC1	-3	-3%	-13	8.9%	-26%	0%	-17%	12%	-2%
CN(Cc1cccs1)C(=O)/C=C/c1ccccc1[N+](=O)[O-]	0	5%	6	-0.7%	2%	-1%	-8%	1%[57.1 µM]	3%
CCOc1ccc(C2=Nn3c(nnc3-c3ccccc3OC)SC2)cc1	-2	4%	-14	17%	-23%	-4%	1%	-6%	-6%
O=C(COc1ccc(S(=O)(=O)N2CCCC2)cc1Cl)N1CCN(c2ccccc2)CC1	0	3%	-2	0.3%	0%	-9%	-20%	8%	-3%
Cc1cccc(OCC(=O)NCCCNC(=O)c2ccccn2)c1	-5	-8%	-18	4.2%	5%	-28%	-24%	5%	-5%
O=C(c1ccccc1Cl)n1nc(-c2cccnc2)nc1NCc1ccc(F)cc1	0	12%	6	-0.9%	4%	-1%	-19%	-3%	-1%
Cc1ccc(Nc2cc(C(=O)NCCCN3CCOCC3)c3ccccc3n2)cc1C	-2	-2%	2	-2.4%	-1%	-1%	-11%	-13%	13%
c1ccc2c(-c3nc(-c4ccncc4)no3)cccc2c1	-3	1%	10	2.6%	-3%	-11%	-14%	75%[activator]	4%
O=C1N(Cc2cccc(Cl)c2)C[C@@H]2C[C@@H](c3cccn3-c3nccs3)N3CCC[C@@]123	-3	-8%	4	0.6%	-2%	-1%	-21%	7%	-7%
COc1cc(-c2nc(SCC(=O)Nc3ccc4c(c3)OCO4)c(-c3ccccc3)[nH]2)cc(OC)c1OC	-1	2%	-3	-0.1%	-5%	1%	?	0%	0%
Nc1ccccc1C=C1Cc2ccccc2C1=O	-1	0%	-14	.	?	6.3µM*	-7%	-7%	-7%
COC(=O)c1cccc(NC(=O)Cc2ccc(OC)cc2)c1C	1	0%	0	0.2%	5%	0%	-7%	0%	2%
O=C(Nc1ccc(C(=O)N2CCC(N3CCOCC3)CC2)cc1)c1ccc(Br)o1	1	-9%	2	1.0%	-2%	4%	-32%	3%	-1%
COC(=O)c1ccc(NC(=O)CSc2ccc(-c3ccccn3)nn2)cc1	-10	0%	8	8.1%	-3%	-15%	1%	-8%	-2%
COC(=O)C1=CN(C)C=C(C(=O)OC)C1c1ccc(Cl)cc1Cl	-6	0%	7	1.5%	-2%	-1%	-3%	20%[57.1 µM]	4%
COC(=O)/C(=C\c1c(OC)cc(OC)cc1OC)C(=O)c1ccc2c(c1)OCO2	-5	-2%	-5	.	-1%&-2%	-11%	12%	-6%&-2%	-5%&-2%
O=C1C(=O)N(CNc2ccccn2)c2ccccc21	16	-1%	21	0.6%	-4%	-15%	-9%	-6%	-4%
COCCCNC(=O)CSc1nc(-c2ccc(OC)c(OC)c2)[nH]c1-c1ccc(F)cc1	-4	16%	-1	0.4%	-2%	3%	-12%	1%	-6%
CCCCN(C(=O)C1CCC(CNS(=O)(=O)c2cccc3nsnc23)CC1)c1ccccc1 (stereo not drawn)	-2	-12%	0	-2.3%	-4%	-16%	-29%	-4%	-4%
Cc1ccc2c(c1)c(N=Nc1cccc(C(=O)O)c1)c(O)n2C	-1	14%	-9	-0.5%	-12%	?	-9%	-3%	1%
Cc1ccc(C)c(NC(=O)CCC(=O)NNC(=O)c2cccc([N+](=O)[O-])c2)c1	-1	-2%	14	1.7%	-7%	-2%	-2%	6%	-3%
COc1ccccc1C(=O)Oc1ccc2c(c1)O/C(=C\c1ccncc1)C2=O	-9	?	-8	2.1%	-12%	?	?	-6%	-1%
O=C(NCc1ccco1)c1csc(Nc2ccccc2Cl)n1	-8	19%	1	-1.2%	-4%	-12%	-10%	-1%	5%
CN(C)C(=S)Nc1ccc(Cl)cc1	-2	9%	4	3.9%	-8%	12%	-23%	-6%	-8%
c1ccc(-c2nnc(SCC3CCCO3)nc2-c2ccccc2)cc1 (stereo not drawn)	-2	7%	-2	-2.9%	-5%	-9%	-10%	-5%	-8%
COc1ccc(C(CNS(=O)(=O)c2ccc(C)cc2)N2CCN(C)CC2)cc1 (stereo not drawn)	-3	5%	3	-0.7%	-4%	5%	-13%	-1%	2%
CCCNC(=O)CN1CCN(S(=O)(=O)c2ccc(Br)s2)CC1	-4	-10%	1	2.7%	2%	2%	-1%	-4%	0%
COc1ccc(-c2[nH]nc3c2C(c2ccccc2OC(=O)N2CCOCC2)C(C#N)=C(N)O3)cc1 (stereo not drawn)	-7	5%	1	0.8%	0%	2%	-6%	3%	-1%
COCC1CCN(Cc2nc(-c3cccs3)no2)C1 (stereo not drawn)	-7	-2%	1	-1.6%	6%	-6%	?	5%[57.1 µM]	-6%
Cc1ccc(OCC(=O)N2CCC3(CC2)CC(=O)c2ccccc2O3)cc1	3	-1%	3	1.3%	2%	5%	-22%	2%[57.1 µM]	0%
Cc1ccc(S(=O)(=O)N2CCOCC2)cc1C(=O)NCc1ccc(F)cc1	12	-2%	0	1.0%	-1%	-2%	-16%	6%	-1%
CCOC(=O)N1CCN(C(=O)Nc2ccc(NC(=O)N3CCN(C(=O)OCC)CC3)cc2)CC1	-5	3%	-2	1.3%	1%	2%	-17%	4%[57.1 µM]	0%
CCCCCCC(=O)Nc1ccc2nc3c(=O)n(C)c(=O)n(C)c3nc2c1C	-2	-10%	0	22%	-3%	0%	-10%	5%	-2%
COC(=O)CN(c1cccc(C)c1)S(=O)(=O)c1ccccc1	-10	-10%	4	0.7%	2%	4%	-19%	4%	-2%

Assay outcomes from PubChem BioAssay.

This is a subset; the hit share may differ from the screen's.
